Screens from PubChem BioAssay.
PMI act hi M6P: increases human PMI activity with near-saturating mannose 6-phosphate; P34949; coupled PMI enzyme assay, resazurin fluorescence, 20 min; stronger effect = higher value; 1 = untreated enzyme, 0 = substrate-free blank; activation factor at 20 µM; 190,000 compounds, 0.34% hits;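 active means activation factor of 2 or more at 20 µM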
Target sequence (P34949 whole entry, looked up): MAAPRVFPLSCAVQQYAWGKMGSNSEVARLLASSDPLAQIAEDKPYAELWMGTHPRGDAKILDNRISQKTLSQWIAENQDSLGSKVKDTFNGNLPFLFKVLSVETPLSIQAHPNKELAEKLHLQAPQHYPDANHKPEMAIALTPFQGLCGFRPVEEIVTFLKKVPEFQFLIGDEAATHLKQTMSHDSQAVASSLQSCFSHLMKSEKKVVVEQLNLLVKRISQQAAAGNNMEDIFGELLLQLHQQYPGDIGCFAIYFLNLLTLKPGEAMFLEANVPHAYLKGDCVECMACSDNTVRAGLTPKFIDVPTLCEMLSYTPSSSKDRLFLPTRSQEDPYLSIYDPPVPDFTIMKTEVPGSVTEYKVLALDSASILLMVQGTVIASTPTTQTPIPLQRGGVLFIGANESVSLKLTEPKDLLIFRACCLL
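Test system: Human PMI in coupled enzyme assay | Input: 15 ng/mL PMI | Medium: HEPES-buffered pH 7.4 with magnesium and detergent | Compound: One concentration, 20 µM, in 1% DMSO | Incubation: Enzyme reaction with compound 20 min at room temperature | Detection: Diaphorase-driven resazurin-to-resorufin fluorescence, excitation 544, emission 590 nm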
Diaph act CS: diaphorase activation or chemical reduction counter-screen; Diaphorase/resazurin coupled assay, resorufin fluorescence, 16 min; stronger effect = higher value; 1 = vehicle wells, 0 = NADH-free wells; 190,000 compounds, 0.005% hits; activation factor at 20 µM;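 active means diaphorase activity raised at least twofold by the compound at 20 µM; inactive means activation factor below 2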
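test system = bacterial diaphorase enzyme (C. kluyveri) | quantity = enzyme 0.07 U/mL final | reagent = NADH substrate 0.114 mM plus resazurin dye 0.1 mM, final | incubation = 16 min enzyme reaction, ambient temperature | buffer or medium = HEPES pH 7.4 buffer with MgCl2 and Tween 20 | signal = fluorescence of resorufin, 544 nm excitation, 590 nm emission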
L major viab: inhibitors of Leishmania major promastigote growth. Leishmania major promastigotes, resazurin fluorescence viability. inhibition, % at 10 µM. 200,000 compounds, 9% hits. AID 1063;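 further: promastigotes grown with compound for 44 hours at 28 °C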
PMI activator: increases human mannose-6-phosphate isomerase activity | P34949 | purified human PMI, coupled resazurin fluorescence, 20 min; stronger effect = higher value; 1 = vehicle control, 0 substrate-free wells | activation factor at 20 µM | 190,000 compounds, 0.005% hits | AID 1214;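 active means activation factor of 2 or more at 20 µM, relative to plate controls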
Hsp70 activator: switches on Hsp70 transcription; activation, % at 10 µM; 200,000 compounds, 0.04% hits; HeLa Hsp70 promoter luciferase reporter, luminescence; scaled: vehicle 0, proteasome-inhibitor control 100%;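 active means activation above the mean across all tested compounds plus 3 SD, cutoff set per campaign, cut at about 5.5% in these data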;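 further: 100% = MG132 at 30 µM as the positive control and 0% = DMSO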
S1P3 antag: S1P3 (human) receptor antagonism; AID 485; Q99500; 170,000 compounds, 0.27% hits; CHO S1P3 NFAT-BLA reporter, FRET fluorescence, antagonist mode; inhibition, % at 4.98 µM;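 active means inhibition above the plate cutoff, the mean inhibition of test wells on that plate plus 3 SD, cut at about 28% in these data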;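 further: cells challenged with S1P at its EC80 of 0.8 µM; blue over green emission ratio from cleaved BLA substrate after 4 h stimulation; 0% = S1P-stimulated wells and 100% = unstimulated DMSO-only wells; some compounds past the cut are filed as inactive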
Target sequence (Q99500 whole entry, looked up): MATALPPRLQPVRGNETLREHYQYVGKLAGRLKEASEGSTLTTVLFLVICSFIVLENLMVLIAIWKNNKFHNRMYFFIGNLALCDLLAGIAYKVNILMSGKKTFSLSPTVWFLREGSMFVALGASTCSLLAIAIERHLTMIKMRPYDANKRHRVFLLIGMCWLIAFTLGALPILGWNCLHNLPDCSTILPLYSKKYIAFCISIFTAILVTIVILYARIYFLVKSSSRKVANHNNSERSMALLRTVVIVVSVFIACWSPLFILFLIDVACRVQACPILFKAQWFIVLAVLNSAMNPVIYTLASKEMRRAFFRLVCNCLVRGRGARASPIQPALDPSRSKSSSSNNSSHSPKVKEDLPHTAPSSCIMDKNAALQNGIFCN
Diaphorase inh: diaphorase inhibition or chemical oxidation counter-screen; diaphorase resazurin-to-resorufin fluorescence, NADH, 16 min; bacterial (C. kluyveri) enzyme, not human; inhibition, % at 20 µM; 190,000 compounds, 0.69% hits;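 active means primary screen inhibition at 20 µM above a set limit, cut at about 50% in these data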;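 further: plate controls were DMSO with full reaction for no effect and wells lacking NADH for full effect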
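controls = No-NADH positive control and DMSO neutral control | system = Clostridium kluyveri diaphorase enzyme | timing = reaction incubation of 16 min at room temperature | signal = resorufin fluorescence 544/590 nm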
DTT redox prof: compounds producing H2O2 with reducing agent – biochemical, NIH compound library profiling, artefact control for MLSCN library redox annotation, primary screen. 200,000 compounds, 0.03% hits. activation, % at 10 µM. DTT-dependent redox cycling H2O2, phenol red/HRP absorbance; 100% = 100 µM peroxide control, 0% = buffer;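 active means activation of at least 50% relative to the plate's high and low controls in the primary single-dose screen; inactive means activation below 50%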;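 further: compound incubated with DTT at 0.8 mM final as the reducing agent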
RAM network inh: blocks the yeast RAM network; 190,000 compounds, 1.8% hits; inhibition, % at 50 µM; AID 868; S. cerevisiae dse1pr::URA3 reporter, 5-FOA growth OD615, 2 d; analog-sensitive cbk1-as2 kinase mutant strain;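 active means inhibition above a set limit, 3 SD over mean compound inhibition, cut at about 8.4% in these data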;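 further: 0% = DMSO-only wells with no growth and 100% = 10 µM 1-NA-PP1 full growth; inhibition rescues growth on 5-FOA so higher OD means more RAM inhibition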
G6PDH counter: L. mesenteroides G6PDH inhibition counter-screen. 200,000 compounds, 0.12% hits. Purified L. mesenteroides G6PDH, diaphorase/resazurin coupled fluorescence, 45 min. inhibition, % at 5 µM
TLR4-MyD88 BLA: blocks binding of human TLR4 to MyD88. inhibition, % at 8.4 µM. 200,000 compounds, 0.18% hits. O00206+Q99836. HeLa CL3-4 TLR4/MyD88 BLA complementation, FRET ratio; in the data active means inhibition above about 25%;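 further: 0% = vehicle and 100% = reference inhibitor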
The depositor's hits bear a star; . = no result given. Unless noted, no stated cut-off is given here; in the data, active means inhibition above about 50%; inactive means the rest.

Value order: Diaphorase inh	Diaph act CS	S1P3 antag	Hsp70 activator	G6PDH counter	TLR4-MyD88 BLA	PMI activator	DTT redox prof	PMI act hi M6P	L major viab	RAM network inh
1	CCOC(=O)Cn1c(-c2ccccc2)ccc(C#N)c1=O
 : 18	0.8	-3	0.0	9	-4	1	-1.1	1	-1	2.0
2	O=C(CN1C(=O)NC2(CCCCCC2)C1=O)NC1CCCCCCC1
 : 2	1	-2	-0.4	3	-7	1	6.2	1	-2	3.7
3	O=C(c1ccc(C(F)(F)F)cc1)C1CCCN(C(=O)CN2C(=O)CSC2=O)C1 (stereo not drawn)
 : 15	0.8	-14	-0.1	2	-10	0.9	0.8	1	4	0.0
4	Cc1nn(-c2ccccc2)c(C)c1/C=N/NC(=O)CSc1nc2ccccc2c(=O)n1-c1ccc(Br)cc1
 : 4	1	.	-0.1	-2	-8	0.9	-3.7	1	2	5.7
5	O=C(CO/N=C/c1ccc(OC(F)F)cc1)N1CCc2ccccc21
 : 8	0.9	-4	-0.2	4	4	0.9	-0.3	0.9	-2	4.0
6	O=C1NCC(COc2ccc(Cl)cc2)O1 (stereo not drawn)
 : -14	1.1	7	-0.2	13	4	1.2	-0.2	1.1	-7	2.2
7	C=CCC1(O)C(=O)N2C(=C1C(=O)OCC)c1ccc3ccccc3c1CC2(C)C (stereo not drawn)
 : 6	0.9	.	-0.2	2	9	1	-8.8	1	53*	-0.7
8	CCOCCCNC(=O)CN1CCN(c2ccc(F)cc2)CC1
 : 24	0.8	11	-0.1	3	-3	0.9	1.6	0.9	-6	1.2
9	CCOC(=O)N1CCN(Cc2nc(-c3ccc(C)cc3)no2)CC1
 : 8	0.9	-5	0.6	-6	-4	1	1.0	1	-4	1.3
10	COc1ccc(CCNC(=O)CCN2C(=O)c3ccccc3C2=O)cc1OC
 : 5	0.9	-12	-0.1	9	-21	0.9	-0.3	1	-5	-0.4
11	CCOc1ccc2nc(SCC(=O)N3c4ccccc4Sc4ccccc43)sc2c1
 : 16	0.8	3	-0.3	1	16	0.9	2.6	0.9	-1	7.1
12	COc1c(Cl)cc(Cl)cc1C(=O)Nc1ccc(NC(=O)c2cccs2)cc1
 : 13	0.9	.	-0.2	-1	-11	0.9	2.3	0.9	0	4.2
13	COC(=O)c1ccc(CSc2nc3c(cnn3-c3ccccc3)c(=O)[nH]2)o1
 : 32	0.7	-10	-0.3	-6	9	1.1	1.9	1.1	0	2.4
14	C/C(=N\NC(=O)c1ccccc1)c1ccccc1F
 : -1	1	0	0.0	0	6	1.1	-2.1	1.1	-2	1.9
15	CN(Cc1nc(-c2ccccn2)no1)S(=O)(=O)c1ccc(Br)cc1
 : 5	1	8	-0.2	4	1	0.8	2.9	0.8	-4	2.6
16	CCN(c1ccccc1)S(=O)(=O)c1ccc(Cl)nc1
 : 11	0.9	-16	-0.4	8	-4	0.9	-0.2	0.8	13	0.0
17	CCc1ccc(/C=C2/C(=O)N(CC)C(=S)N2C)s1
 : 8	0.9	-19	-0.2	2	3	1	-0.1	1	0	2.5
18	Cc1cc2c(cc(C(=O)NCCCN3CCOCC3)n2Cc2ccc(Cl)cc2)o1
 : 0	1	-23	0.1	-16	-9	1	0.4	1.1	99*	-0.5
19	CC(OC(=O)CCCOc1ccccc1)C(=O)NC(N)=O (stereo not drawn)
 : 13	0.9	.	-0.2	6	-9	0.9	0.1	0.9	-6	0.3
20	CCC(c1nnnn1CCOC)N1CCN(c2cccc(C(F)(F)F)c2)CC1 (stereo not drawn)
 : 22	0.8	-6	-0.1	-1	-2	1	2.2	1.1	-1	0.2

The list goes on.
Value order: Diaphorase inh	Diaph act CS	S1P3 antag	Hsp70 activator	G6PDH counter	TLR4-MyD88 BLA	PMI activator	DTT redox prof	PMI act hi M6P	L major viab	RAM network inh
21	O=C(CSc1nnc(COc2ccccc2)o1)Nc1nccs1
 : 8	0.9	-36	-0.3	12	2	0.9	0.4	1	11	1.1
22	O=CN(/C=C1\Sc2ccccc2C1=O)Cc1ccccc1
 : 13	0.9	.	0.1	4	5	0.9	-0.1	1	-5	0.0
23	CCOc1ccccc1-c1nnc(SCC(=O)Nc2ccccc2)o1
 : 7	0.9	-2	-0.2	0	5	0.9	-0.7	0.9	1	10*
24	COc1cccc(CN2CCNC(=O)C2CC(=O)N(C)CCc2ccccn2)c1 (stereo not drawn)
 : 20	0.8	-8	-0.2	8	-3	0.8	-1.3	0.7	1	0.4
25	[O-][n+]1onc2c1C(N1CCOCC1)CCC2N1CCOCC1 (stereo not drawn)
 : 19	0.8	-55	-0.2	5	5	0.9	2.7	0.9	-4	2.3
26	CN(C)CCNC(=O)COc1ccc(C23CC4CC(CC(C4)C2)C3)cc1
 : -16	1.2	-13	0.1	3	-3	1.2	0.1	1.1	101*	-0.9
27	C=CCOc1c(Br)cc(/C=N\n2nnnc2N)cc1OC
 : 1	1	0	-0.3	-4	3	1.1	-0.4	1.1	9	2.6
28	Cc1cccn2cc(CNC(=O)CC3CCCC3)nc12
 : 15	0.8	24	-0.1	-10	-1	0.9	1.2	1	-2	0.8
29	COc1ccc(NC(=O)Nc2cccs2)cc1OC
 : 13	0.9	-12	0.2	-1	6	1	0.3	1.1	-8	0.8
30	COc1ccc(CCNC(=O)c2ccc(-c3ccc([N+](=O)[O-])cc3Cl)o2)cc1
 : 25	0.8	-1	-0.1	-25	6	0.9	1.1	1	-1	13*
31	Cc1cc(N2CCN(c3ccccc3)CC2)nc(-n2nc(C)cc2C)n1
 : 15	0.9	-8	-0.2	2	-3	1	-0.4	0.9	72*	0.8
32	CCN(CC)C(=O)c1ccc(C(=O)c2c(C)cc(C)cc2C)cc1
 : 11	0.9	.	0.1	19	14	0.9	0.7	1	1	1.1
33	COc1ccc(OC)c(-n2c(-c3cccc(C)c3)n[nH]c2=S)c1
 : 11	0.9	4	-0.1	-7	-2	1	-1.6	0.9	2	1.0
34	COc1ccc(S(=O)(=O)NC(CC(=O)N2CCc3ccccc32)c2ccco2)cc1 (stereo not drawn)
 : 7	0.9	7	-0.3	-15	-8	0.9	5.2	0.9	76*	2.1
35	Cn1cc(SCC(=O)N2CCCc3ccccc32)c2ccccc21
 : 15	0.9	.	-0.4	-29	6	0.8	-1.1	0.8	16	3.7
36	COCc1c(C(=O)N/N=C/C2CC=CCC2)nnn1-c1nonc1N (stereo not drawn)
 : 8	0.9	1	-0.2	0	-10	1	0.0	0.9	-6	2.0
37	COCCn1c(SCC#N)nnc1-c1ccccc1O
 : 3	1	4	-0.2	6	17	1.1	-3.1	1.1	-4	1.8
38	COc1ccc(C)cc1NC(=O)C1CCN(S(=O)(=O)c2cccc3cccnc23)CC1
 : -5	1.1	-32	-0.3	4	-5	1	-0.5	1.1	31	0.1
39	CCNC(=S)Nc1cccc(S(=O)(=O)NC2=NCCC2)c1
 : 12	0.9	-4	0.4	5	-11	1	-0.4	1	12	1.0
40	CCOC(=O)C(Oc1ccc(=O)[nH]n1)C(C)=O (stereo not drawn)
 : 10	0.9	.	-0.5	5	9	1	2.2	1	-3	0.7

Some entries already given, showing only Hsp70 activator.
item	Compound	Hsp70 activator
36	COCc1c(C(=O)N/N=C/C2CC=CCC2)nnn1-c1nonc1N (stereo not drawn)	-0.2
37	COCCn1c(SCC#N)nnc1-c1ccccc1O	-0.2
38	COc1ccc(C)cc1NC(=O)C1CCN(S(=O)(=O)c2cccc3cccnc23)CC1	-0.3

Other records follow.
Value order: Diaphorase inh	Diaph act CS	S1P3 antag	Hsp70 activator	G6PDH counter	TLR4-MyD88 BLA	PMI activator	DTT redox prof	PMI act hi M6P	L major viab	RAM network inh
41	C/C=C/Cn1c(SCc2ccccc2)nc2c1c(=O)[nH]c(=O)n2C
 : 15	0.9	8	-0.3	6	6	1	-1.3	1	11	0.7
42	CN(C)c1nc(N)c([N+](=O)[O-])c(NCc2ccccc2)n1
 : 4	1	3	-0.5	-4	-9	1.1	-0.7	1.1	-10	1.4
43	CC(C)CCn1c(=O)c2ccccc2n2c(CCl)nnc12
 : 7	0.9	-3	-0.2	-1	17	1.1	-0.3	1.1	93*	0.2
44	N#Cc1c(N2CCN(C(=O)c3ccco3)CC2)nc(-c2ccccc2)c2c1CCCC2
 : 16	0.8	20	-0.2	-2	15	0.9	0.2	1	36	2.9
45	CC1CC(C)CN(CC(=O)Nc2ccc(S(N)(=O)=O)cc2)C1 (stereo not drawn)
 : 11	0.9	-15	-0.5	4	-5	0.9	1.1	0.9	1	4.0
46	COc1ccc(-c2nc(-c3ccc(NC(=O)c4ccc(Br)o4)cc3)no2)cc1OC
 : 1	1	-25	0.2	1	4	1	0.2	1.1	-4	1.7
47	CCc1sc(NC(=O)CCC(=O)O)nc1-c1cc2ccccc2oc1=O
 : 2	1	6	-0.1	4	-4	1.2	0.5	1.1	0	2.1
48	CCc1ccc(-c2csc3ncn(CC(=O)N4CCOCC4)c(=O)c23)cc1
 : 6	0.9	.	-0.3	5	0	1	0.1	1.1	-6	0.6
49	Cc1ccc(C(=O)N(CC(=O)NC2CCCC2)c2ccc3c(c2)OCCO3)s1
 : 5	0.9	-17	-0.1	2	1	1.1	0.3	1	6	1.1
50	Cc1cc(NS(=O)(=O)c2ccc(NC(=O)C(C)N3C(=O)c4ccccc4C3=O)cc2)nc(C)n1 (stereo not drawn)
 : 8	0.9	8	-0.5	-11	-2	0.9	1.1	1	-6	0.1
51	O=C(Nc1cnn(Cc2ccc(F)cc2)c1)c1noc2c1CCCC2
 : 12	0.9	5	-0.1	9	-3	1	-0.3	0.8	100*	4.7
52	CCN(CC)S(=O)(=O)c1cccc(NC(=O)COC(=O)C2COc3ccccc3O2)c1 (stereo not drawn)
 : 18	0.8	-13	0.0	10	-2	0.9	0.0	1	-5	0.3
53	CCCC1=C(C(=O)OCC)C(c2ccc(O)cc2)n2ncnc2N1 (stereo not drawn)
 : 13	0.9	-7	-0.3	11	-11	0.9	0.4	0.9	10	0.7
54	COCCCNC(=O)CCn1c(=O)c2ccccc2n(CC(=O)Nc2ccc(C)cc2C)c1=O
 : 12	0.9	-46	-0.2	-5	-3	1	0.8	1	-10	1.6
55	O=C(O)CCC(=O)Nc1ccc2c(c1)oc1ccccc12
 : 11	0.9	22	-0.3	-10	-6	0.9	0.1	0.9	-4	2.9
56	Cc1ccc(C)c(N2CCN(C(=O)c3cccn4c(=O)c5sccc5nc34)CC2)c1
 : 20	0.8	0	0.0	9	10	1	0.1	1.1	25	-0.9
